Compound activity: PubChem BioAssay, several laboratories
sEH act: soluble epoxide hydrolase activators, primary screen, biochemical, human sEH | activation, % at 2 µM | Bifunctional epoxide hydrolase 2 (Homo sapiens), P34913 | hit rate 0.04% among 91,000 | AID 717, 2007 | purified human sEH enzymatic activity, activator screen; in the data active = activation above about 37%; note: values of inactives mirror those of a sister screen read the other way
Smad3 FoxH1 inh: Smad3/FoxH1 peptide binding inhibitors, primary screen, biochemical, TR-FRET; Mothers against decapentaplegic homolog 3 (Homo sapiens), P84022; inhibition, % at 25 µM; AID 630, 2007; hit rate 0.29% among 88,000; TR-FRET Smad3/Dy647-FoxH1 peptide binding, europium anti-His;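 active = compounds that reduce the energy-transfer binding signal between the protein and its labelled peptide by more than half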;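 note: 0% = Smad3 plus labelled peptide maximal FRET and 100% = peptide-only background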
H69AR growth 86K: proliferation blockers of H69AR lung cancer cells, primary screen, cell-based, human, 86K library. H69AR lung tumor viability, ATP luminescence, 72 h; active compounds read low. viability, % at 10 µM. hit rate 6% among 85,000;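 active = viability at or below 40%; inactive = viability above 40%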;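 note: multidrug resistant small cell line overexpressing MRP-1 efflux transporter; 100% = mean luminescence of untreated control wells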
ERa SRC1 inh: ERα–SRC-1 coactivator interaction inhibitors, primary screen, biochemical, TR-FRET, ERα LBD, estradiol-bound | Estrogen receptor (Homo sapiens), P03372 | TR-FRET ER-alpha LBD / SRC-1 peptide | inhibition, % at 25.6 µM | hit rate 1.7% among 86,000; in the data active = inhibition above about 50%;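 note: 0% = receptor plus peptide control and 100% = peptide only without receptor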
Target sequence (P03372 whole entry, looked up, the tested form may be a part): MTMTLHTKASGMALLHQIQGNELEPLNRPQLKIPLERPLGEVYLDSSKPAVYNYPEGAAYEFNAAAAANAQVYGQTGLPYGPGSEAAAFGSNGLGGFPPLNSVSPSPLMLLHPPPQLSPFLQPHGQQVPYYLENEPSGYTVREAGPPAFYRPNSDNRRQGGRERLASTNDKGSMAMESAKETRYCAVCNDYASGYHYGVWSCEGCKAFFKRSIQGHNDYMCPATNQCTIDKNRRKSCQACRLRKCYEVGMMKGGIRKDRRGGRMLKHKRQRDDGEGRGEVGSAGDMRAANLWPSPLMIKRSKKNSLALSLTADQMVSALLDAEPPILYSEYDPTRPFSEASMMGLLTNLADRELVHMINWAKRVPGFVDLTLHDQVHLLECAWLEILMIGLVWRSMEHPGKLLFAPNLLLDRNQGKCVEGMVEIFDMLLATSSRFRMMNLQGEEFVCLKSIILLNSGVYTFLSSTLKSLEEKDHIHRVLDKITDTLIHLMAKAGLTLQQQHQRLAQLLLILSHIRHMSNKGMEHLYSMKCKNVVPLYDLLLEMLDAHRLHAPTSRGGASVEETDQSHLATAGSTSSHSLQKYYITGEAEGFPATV
HUVEC inhibit: inhibitors of HUVEC proliferation, primary screen, cell-based, 384-well; CellTiter-Glo luminescence, 72 h; active compounds read low; viability, % at 10 µM (by protocol); hit rate 1.1% among 86,000;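 active = viability at or below 30%; inactive = viability above 30%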;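 note: 100% = median luminescence of DMSO-only cell control wells on each plate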
Candida biofilm: clotrimazole potentiators killing Candida biofilms, primary screen, with clotrimazole, Alamar Blue. inhibition, % at 6 µM. AID 834, 2007. C. albicans biofilm + clotrimazole. hit rate 0.14% among 85,000;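 active = inhibition above 20%; inactive = inhibition below 20%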;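 note: preformed 24 hr biofilms exposed to compound for 48 hr; 0% = biofilm without compound and 100% = blank killed by clotrimazole plus chlorhexidine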
ERb SRC1 inh: inhibitors of ERβ-SRC1 coactivator interaction, primary screen, biochemical, TR-FRET, ERβ LBD, SRC-1 peptide. AID 633, 2007. inhibition, % at 25.6 µM. TR-FRET ER-beta LBD / SRC1-Cy5 peptide binding; receptor agonist-loaded with 1 µM estradiol. Estrogen receptor beta (Homo sapiens), Q92731. hit rate 1.3% among 86,000;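 active = compounds whose percent inhibition of the receptor-coactivator binding signal exceeds about 50% in the single-dose screen, limit read from the data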;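 note: 0% = receptor plus peptide wells without compound and 100% = peptide-only wells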
Target sequence (Q92731 whole entry, looked up, the tested form may be a part): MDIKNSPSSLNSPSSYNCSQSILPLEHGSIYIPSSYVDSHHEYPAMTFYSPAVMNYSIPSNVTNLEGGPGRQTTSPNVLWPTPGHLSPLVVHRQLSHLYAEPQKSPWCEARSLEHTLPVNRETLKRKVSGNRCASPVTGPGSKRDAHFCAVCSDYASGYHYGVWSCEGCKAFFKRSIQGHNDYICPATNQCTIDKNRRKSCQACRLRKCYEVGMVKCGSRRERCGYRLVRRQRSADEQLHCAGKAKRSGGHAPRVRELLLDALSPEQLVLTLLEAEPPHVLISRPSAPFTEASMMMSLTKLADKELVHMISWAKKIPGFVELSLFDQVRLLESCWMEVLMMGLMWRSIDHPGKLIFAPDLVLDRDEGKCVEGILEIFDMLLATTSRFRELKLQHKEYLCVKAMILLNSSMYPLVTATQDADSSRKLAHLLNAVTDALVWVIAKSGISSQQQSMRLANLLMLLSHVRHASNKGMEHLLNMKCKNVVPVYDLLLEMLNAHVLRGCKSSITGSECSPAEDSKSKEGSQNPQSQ
Lung fibro prol: antiproliferative effect on LL 47 fibroblasts – human, LL 47 cells, CellTiter-Glo luminescence, primary screen; hit rate 1.1% among 85,000; viability, % at 10 µM; LL 47 human lung fibroblast viability, ATP luminescence; active compounds read low;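 active = viability at or below 50% in the single dose screen; inactive = viability above 50%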;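 note: compound exposure lasted 72 h before the ATP readout; 100% = median luminescence of untreated cell-only wells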
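Test system: LL 47 human lung fibroblasts / Incubation: 72 h compound exposure at 37 °C after overnight plating / Technique: luminescent ATP detection, CellTiter-Glo / Compound dosing: 0.1% DMSO in all compound wells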
ERa SRC1 pot: enhancers of ERα–SRC-1 coactivator binding, primary screen, biochemical, TR-FRET, ERα LBD, low estradiol | Estrogen receptor (Homo sapiens), P03372 | TR-FRET ERalpha-LBD/SRC-Cy5 coactivator binding, 2 h; 100 = basal binding, no effect | coactivator binding (% of control), % at 25.6 µM | hit rate 1.3% among 86,000 | AID 639, 2007; in the data active = activity above about 200%;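 note: binding measured in presence of low estradiol as agonist stimulus; 0% = peptide alone without receptor and 100% = receptor with peptide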
* marks the source's active call; other numbers are inactive results; nt = not tested or not shown; [ ] = dose if it differs, or a comment.

SMILES	sEH act	Smad3 FoxH1 inh	H69AR growth 86K	ERa SRC1 inh	HUVEC inhibit	Candida biofilm	ERb SRC1 inh	Lung fibro prol	ERa SRC1 pot
CSCC[C@H](NC(=O)Nc1cccc(C(F)(F)F)c1)C(=O)O	nt	12[fluorescence artefact?]	92	-5	99	0	-7	95	129
CCOC(=O)C1C(=O)C(C(=O)OCC)C(c2cccnc2)NC1c1cccnc1 (stereo not drawn)	-8	-19	97	-35[fluorescence artefact?]	106	5	-21[fluorescence artefact?]	101	102
COc1ccc(C(=O)NCc2ccccc2OC)cc1	-15	-10	93	-15	85	3	-19[fluorescence artefact?]	96	119
Cc1ccc(-c2cc(C(=O)NC3=NCCS3)c3cc(Br)ccc3n2)o1	-3	-24	76	52*[fluorescence artefact?]	87	-6	25[fluorescence artefact?]	101	281*[fluorescence artefact?]
COc1ccc(-n2nnc3c(=O)n(CC(=O)OCc4ccccc4)cnc32)cc1	nt	11	106	4	105	8	-1	103	85
Cc1cc(Cl)ccc1Oc1cccc(C(=O)/C(C#N)=C/N(C)C)c1	-6	-1[fluorescence artefact?]	90	-4	89	-2	-1	103	71
Cc1cc(C)n2nc(C(=O)NCCc3ccccc3)nc2n1	16	-19	102	-5	96	3	16	101	109
COc1ccc(-c2cc(C(F)(F)F)nc(SCCC(=O)N3CCCC3)n2)cc1	5	4	76	5	87	0	-8	106	132
Cc1ccc(-c2nnc3n2N=C(c2ccccc2Br)CS3)cc1	-12	13	57	25[fluorescence artefact?]	109	6	12	102	88
CCn1c(SCC(=O)Nc2nc(C)cs2)nnc1-c1cccnc1	8	-1	101	-5	94	9	-2	98	98
CC(CCc1ccccc1)NC(=O)c1cncc(Br)c1 (stereo not drawn)	-2	-4	94	8[fluorescence artefact?]	88	2	8[fluorescence artefact?]	95	100
COCCNC(=O)c1cn(Cc2c(F)cccc2Cl)nn1	0	-16	97	3	105	-4	1	96	104
CCOC(=O)NC(Nc1nnc(C)s1)(C(=O)OCC)C(F)(F)F (stereo not drawn)	17	5	95	1[fluorescence artefact?]	84	1	-2[fluorescence artefact?]	103	123
COc1cc(C(=O)NCCC2=CCCCC2)cc(OC)c1OC	nt	-2	72	-4	85	5	-9	97	115[fluorescence artefact?]
CCc1nc2ccccc2n1CCC(C)C	9	-6	91	-1	93	8	-5	97	113
O=C(CSc1nc(-c2ccccc2)c(-c2ccccc2)[nH]1)NCCN1C(=O)CSC1=O	1	-4	21*	2	31	10	1	55	90
Cc1ccccc1Cn1c(CN2CCN(C(=O)c3ccco3)CC2)nc2c1c(=O)n(C)c(=O)n2C	5	0[fluorescence artefact?]	63	10	96	9	-11[fluorescence artefact?]	88	107[fluorescence artefact?]
CCCSc1nsc(SCCC)c1C(N)=O	-6	6	85	-5	98	3	3	101	114
C=CCc1cc(C)ccc1OCC(O)CN1CCN(c2ccccc2)CC1 (stereo not drawn)	15	-8	87	-10	100	4	-13	99	120
CCOC(=O)N1CCN(C(=O)CNC(=O)Cc2ccc(Cl)cc2)CC1	0	-3	94	-23	91	2	-14[fluorescence artefact?]	93	113
N#CCCSc1ccccc1NC(=O)c1ccc(S(=O)(=O)N2CCCC2)cc1	8	-12	97	0[fluorescence artefact?]	94	9	14[fluorescence artefact?]	97	56
CC(C)c1nnc(NC(=O)c2ccc(N3C(=O)CCC3=O)cc2)s1	-6	5	100	-4	105	4	-10	105	130
COc1ccc(C2(C(=O)N3CCOCC3)CCOCC2)cc1OC	-3	1	nt	-4	107	2	-3	97	124[fluorescence artefact?]
CCOC(=O)c1cccc(NC(=O)C2CCCN(S(=O)(=O)c3c(C)n[nH]c3C)C2)c1 (stereo not drawn)	-19	-7[fluorescence artefact?]	66	8	98	9	11	108	84
Cc1ccc(NC(=O)CSc2nnc(C)n2-c2ccccc2)cc1	4	-10	93	26	95	3	18	103	97

Taken from above.
Reading for COCCNC(=O)c1cn(Cc2c(F)cccc2Cl)nn1 under ERa SRC1 pot: 104
Reading for Cc1ccc(NC(=O)CSc2nnc(C)n2-c2ccccc2)cc1 under HUVEC inhibit: 95

Continuation.
SMILES	sEH act	Smad3 FoxH1 inh	H69AR growth 86K	ERa SRC1 inh	HUVEC inhibit	Candida biofilm	ERb SRC1 inh	Lung fibro prol	ERa SRC1 pot
Cn1c(NC(=O)c2cccnc2)nc2ccccc21	-2	-11[fluorescence artefact?]	42	-3	102	3	-6[fluorescence artefact?]	95	97
Cc1ccc(C(=O)COc2nc(C)cc(C)c2C#N)cc1	6	-1	99	0	104	4	-5	94	100
COc1cccc(C2CC(c3ccccc3Cl)n3nnnc3N2)c1 (stereo not drawn)	nt	2	56	-7	81	7	-4	85	109
Cc1ccc(NCCNc2ccc(C)cc2)cc1	1	-7	101	-28	108	-1	-17	103	101
O=C(CCn1c(=O)oc2ccccc21)N1CCN(c2ccccc2Cl)CC1	4	14	18*	-22	62	7	-28[fluorescence artefact?]	66	100
Cc1cc(NC(=O)CC23CC4CC(C2)CC(CC(=O)Nc2cc(C)on2)(C4)C3)no1	-8	2	95	20	83	5	-1	97	95
COc1ccccc1NC(=O)CCSc1nnnn1C	-1	7	84	-4	102	5	-7	98	115
O=C(NCCCNC(=O)NC1CCCCC1)NC1CCCCC1	-16	9	91	0	97	6	-8	100	125
CCCC(=O)c1cc(F)c(N2CCN(C(=O)OCC)CC2)cc1C	2	14	93	2	119	4	1	104	119
Cc1cc(N2CCN(c3ccc(F)cc3)CC2)nc2cc(O)ccc12	-2	0	65	-1	80	0	-8	98	88[fluorescence artefact?]
CCOc1ccc(S(=O)(=O)N(CC(=O)O)c2ccccc2)cc1	-7	-2	102	3[fluorescence artefact?]	85	0	0[fluorescence artefact?]	95	104
O=C(NCCN1CCN(Cc2ccccc2)CC1)C1CC(=O)N(C2CCCC2)C1 (stereo not drawn)	1	6	98	-3	98	10	-7[fluorescence artefact?]	111	119[fluorescence artefact?]
O=C(NCc1cccnc1)c1cn(-c2ccccc2)nc1-c1cccs1	11	-4	10.0*	10	91	3	15	90	93
COc1ccc(NC(=O)c2c(F)c(F)c(F)c(F)c2F)cc1Cl	-1	-2	77	-10	77	3	-14	96	135
COc1cc(-c2nc(-c3ccc(NC(=O)c4ccc5c(c4)OCO5)cc3)no2)cc(OC)c1OC	-4	-23[fluorescence artefact?]	13*	6[fluorescence artefact?]	28*	0	42	73	182
CC1=CS/C(=C(/C#N)C(=O)NCc2ccco2)N1c1ccccc1	13	2	96	-5	97	5	-5	106	102
Cc1noc(C)c1COc1cccc(C(=O)Nc2ccc(OCc3ccccc3)cc2)c1	-33	3	66	-5	73	8	-11	92	108
COc1ccc(CSc2nnc(CNS(C)(=O)=O)o2)cc1	4	4	115	49	90	6	0	98	98
N#Cc1c(NC(=O)c2ccc(Br)o2)n(-c2ccccc2)c2nc3ccccc3nc12	nt	39	87	1	103	8	12	96	85
Cc1cccc(NC(=O)CSc2nnc(-c3ccncc3)n2C)c1	8	-1[fluorescence artefact?]	102	-5	99	7	4	99	101
NNC(=O)COc1cccc2cccnc12	21	8	101	-7	98	3	-6	92	104
CCCOc1ccc(N2C(=O)CC(N(CCc3ccc(S(N)(=O)=O)cc3)C(C)=O)C2=O)cc1 (stereo not drawn)	-2	6	93	-4	98	2	-3	97	126
COC(=O)CSc1nnc(-c2ccccc2O)n1-c1ccc(C)cc1	23	-8	87	7	98	5	17	102	86
Cc1ccc(S(=O)(=O)Nc2nc3ccccc3nc2NCc2ccco2)cc1	-6	5	36*	13	80	-6	24[fluorescence artefact?]	82	85[fluorescence artefact?]
COc1ccc(S(=O)(=O)N(CCc2ccccc2)CC(=O)O)cc1OC	-2	5[fluorescence artefact?]	99	-10	90	3	-8	98	136

More compounds follow:
SMILES	sEH act	Smad3 FoxH1 inh	H69AR growth 86K	ERa SRC1 inh	HUVEC inhibit	Candida biofilm	ERb SRC1 inh	Lung fibro prol	ERa SRC1 pot
CCCOc1ccc(N2C(=O)CC(N3CCC(C(=O)OCC)CC3)C2=O)cc1 (stereo not drawn)	nt	7[fluorescence artefact?]	94	5	83	3	16	98	110
Cc1ccccc1-c1nc(-c2cccnc2)no1	-9	3	104	-3	94	6	1	101	98
O=C1CC(c2ccccc2)n2nc(NC(=O)c3cccnc3)nc2N1 (stereo not drawn)	-6	8[fluorescence artefact?]	94	-3	91	7	-3	101	97
Cc1ccc(S(=O)(=O)CCc2nnc(NC(=O)c3ccccn3)s2)cc1	nt	5	59	3[fluorescence artefact?]	88	0	5	84	95
O=C(OCCCC(=O)N1CCOCC1)c1ccccc1	1	8	89	4[fluorescence artefact?]	95	3	0[fluorescence artefact?]	99	124[fluorescence artefact?]
COc1ccc(OC)c(Nc2nc(C3CC3)nc3c2nnn3Cc2ccccc2)c1	6	-7	81	-5	105	8	2	95	103
COc1ccc(C(=O)COc2ccc(NC(C)=O)cc2)cc1	2	-4	91	8[fluorescence artefact?]	98	8	22	100	91[fluorescence artefact?]
CN(C)C=Nc1nonc1-c1ncn[nH]1	-11	7	94	-5[fluorescence artefact?]	96	2	-13	99	118
Cc1cccc(C(=O)Nc2ncc(CN3CCOCC3)s2)c1	2	13	113	-22	85	8	-16[fluorescence artefact?]	92	123
CCOCCCNC(=O)C(c1ccc(C)cc1)N(Cc1ccc2c(c1)OCO2)C(=O)CNC(C)=O (stereo not drawn)	4	-13	94	0	97	0	8	104	111[fluorescence artefact?]
Clc1ccc(-c2nnc(-c3ccccc3Cl)o2)cc1	4	5	92	18[fluorescence artefact?]	103	7	5	99	146[fluorescence artefact?]
CC1Cc2ccccc2N1C(=O)c1cc2sccc2n1Cc1ccccc1 (stereo not drawn)	10	-3	90	4	101	-1	-4	93	200
NC(=O)c1ccc(-n2nnnc2SCc2ccccc2)cc1	nt	4	97	5[fluorescence artefact?]	85	-4	-2[fluorescence artefact?]	101	99
COC(=O)C1=C(CSc2nncn2C)NC(=O)NC1c1cc(C)ccc1C (stereo not drawn)	-2	-6	97	-4	103	1	27[fluorescence artefact?]	100	110[fluorescence artefact?]
CCC(C)OC(=O)c1[nH]c2c(c1C)C(=O)CC(c1ccc(N(C)C)cc1)C2 (stereo not drawn)	nt	8	76	-1	75	5	1	101	98
O=S(=O)(NCCc1cn2ccccc2n1)c1cccs1	-1	-2	107	-1	109	14	-3	101	136
Cc1ccc(CNC(=O)CSc2c3c(nc4ccc(Cl)cc24)CCCC3)o1	9	15	15*	0	74	6	5	77	104
Cc1cc2oc(C(=O)N(Cc3ccco3)C3CCS(=O)(=O)C3)cc(=O)c2cc1Cl (stereo not drawn)	-3	2	nt	-2	89	7	1	102	104
COc1cccc(N2CCN(C(=O)c3ccc(N4C(=O)NC5CC4(C)Oc4ccccc45)cc3)CC2)c1 (stereo not drawn)	-3	3	91	-1	89	5	-5[fluorescence artefact?]	91	128
CCOC(=O)NCc1ccc(S(=O)(=O)Nc2ccccc2C)cc1	11	2	104	2	93	5	3	90	97
CC(O)CNc1nc2c(c(=O)n(C)c(=O)n2C)n1C/C=C/c1ccccc1 (stereo not drawn)	17	-5	93	-5	86	nt	-8	88	138

A portion of the library. The share of hits here may be higher or lower than overall.
